Cycloheximide cs: Cycloheximide Counterscreen for Small Molecule Inhibitors of Shiga Toxin; cell reporter, cycloheximide protein synthesis inhibition counterscreen; max response, %; hit rate 12% among 300,000; in the data active = max response mostly above about 13%, no sharp cut-off; inactive = mostly below about 14%; note: read at 38.3 µM for the half of the compounds with a filed dose; 0% is about no effect
TbPYK inhibitor: qHTS of Trypanosoma Brucei Inhibitors; AID 624173, 2012; Potency, µM (doses to about 76.8 µM), without a hit: top-dose activity, negative = inhibition, actives largely listed as inhibitors; hit rate 0.12% among 410,000; TbPYK enzyme, Kinase-Glo Plus ATP luminescence, 45 min; pyruvate kinase (Trypanosoma brucei), Q57TT1; note: potency is the fitted concentration of half-maximal effect; % is set by controls: 0 for no effect and ±100 for the full control effect; nearly all actives have a fitted effect of over 50% in size
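Luminescence from Kinase-Glo Plus, added after a 45-minute room-temperature reaction, served as the end-point read-out. The enzyme and substrate were preincubated with compound before ADP (130 uM final) initiated turnover. Concentration-effect curves came from normalized qHTS data.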
Pf growth 96h: Primary qHTS for delayed death inhibitors of the malarial parasite plastid, 96 hour incubation; Potency, µM (titrated, usually from 28.7 µM), inactives show at the highest dose activity change, negative = inhibition, actives largely listed as inhibitors; hit rate 6.9% among 320,000; AID 504834, 2011; P. falciparum luciferase reporter growth, 96 h; note: potency is the fitted concentration of half-maximal effect; % is set by controls: 0 for no effect and ±100 for the full control effect
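Compounds incubated with erythrocytes infected by luciferase-expressing P. falciparum (2% hematocrit, 0.05% parasitemia final) for 96 hours, 37 C in 5% CO2. Growth inhibition scored as decreased luciferase luminescence.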
HCV inh: qHTS Assay for Inhibitors of Hepatitis C Virus (HCV); hit rate 3.4% among 340,000; Huh7.5.1 HCVcc-Cre infection, luciferase reporter, 44 h; Potency, µM (highest dose often 41.8 µM), for inactives: at the top dose activity change, negative = inhibition, usual class: inhibitors; note: potency is the fitted concentration of half-maximal effect; % is set by controls: 0 for no effect and ±100 for the full control effect
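Whole-lifecycle infectious HCVcc-Cre system; cells 1,000/well, compound then virus (~0.5 moi) added 4 h after plating, 44 h culture. Luciferase read 15 sec following 15 min substrate incubation, room temp.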
Shiga inhibitor: A qHTS for Small Molecule Inhibitors of Shiga Toxin; inhibition, % at 38.7 µM; AID 2315, 2010; Vero cells, Shiga toxin protein synthesis inhibition reporter; hit rate 9.2% among 290,000; in the data active = inhibition mostly above about 28%, no sharp cut-off; inactive = mostly below about 43%; note: 0% is about no effect
LmPK inh: qHTS Assay for Inhibitors of Leishmania Mexicana Pyruvate Kinase (LmPK); Q27686; purified LmPK, Kinase-Glo ATP luminescence, 1 h; Potency, µM (top dose mostly 57.5 µM), inactives show at the top dose activity change, negative = inhibition, actives largely listed as inhibitors; hit rate 0.37% among 290,000; AID 1721, 2009; note: potency is the fitted concentration of half-maximal effect; % is set by controls: 0 for no effect and ±100 for the full control effect
Target sequence (Q27686 whole entry, looked up): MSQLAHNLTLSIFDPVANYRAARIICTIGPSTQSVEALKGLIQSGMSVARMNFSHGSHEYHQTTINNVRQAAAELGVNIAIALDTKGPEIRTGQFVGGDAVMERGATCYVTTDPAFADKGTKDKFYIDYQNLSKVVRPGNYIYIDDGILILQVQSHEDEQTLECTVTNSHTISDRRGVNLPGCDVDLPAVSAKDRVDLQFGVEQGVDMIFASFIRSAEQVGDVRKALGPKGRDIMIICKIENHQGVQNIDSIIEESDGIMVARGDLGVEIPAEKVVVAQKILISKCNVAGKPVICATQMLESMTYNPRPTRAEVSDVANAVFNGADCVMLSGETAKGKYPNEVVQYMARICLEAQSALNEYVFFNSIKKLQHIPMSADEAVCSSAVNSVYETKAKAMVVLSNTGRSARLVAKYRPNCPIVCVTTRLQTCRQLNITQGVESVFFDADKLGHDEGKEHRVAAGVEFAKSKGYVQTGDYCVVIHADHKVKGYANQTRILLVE
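0.1 nM LmPK, 0.5 mM PEP, 0.1 mM ADP; 50 mM imidazole pH 7.2, 7 mM MgCl2, 50 mM KCl; 1 h RT. Kinase-Glo luminescence readout, normalized to no-enzyme (full inhibition) and uninhibited wells.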
Pf growth 48h: Primary qHTS for delayed death inhibitors of the malarial parasite plastid, 48 hour incubation. P. falciparum luciferase growth in erythrocytes, 48 h. Potency, µM (titrated, usually from 28.7 µM), for the others: top-dose activity change, negative = inhibition, actives largely listed as inhibitors. hit rate 5.9% among 310,000. AID 504832, 2011; note: potency is the fitted concentration of half-maximal effect; % is set by controls: 0 for no effect and ±100 for the full control effect
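Compounds are pin-transferred into medium, infected erythrocytes (2% hematocrit, 0.1% parasitemia final) are added, and plates sit one parasite generation at 37 C in 5% CO2. Detection reagent is then added and luminescence measured.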
The depositor's hits bear a star; u = inconclusive; x = no result given; [ ] = remark or other dose. Unless noted, calls come from the whole dose curve; as a rule, active = well fitted curve in the direction sought with a large enough effect; inconclusive = small, poorly fitted or top-dose-only effect, or another doubt; inactive = no such curve, though single readings can be large; an effect the other way counts as inactive or inconclusive. This is a random part of the collection. Share with any hit: about 24%.

SMILES	Cycloheximide cs	TbPYK inhibitor	Pf growth 96h	HCV inh	Shiga inhibitor	LmPK inh	Pf growth 48h
COc1ccc(CCCC(=O)NC2CCCCC2C)c(C)c1 (stereo unspecified)	-1	-4%	8%	-8%	18	0%	u
COc1ccc(-c2sc3cc4c(cc3c2C#CC2(N)CCCCC2)OCO4)cc1	x	-11%	u	22µM*	x	x	13µM*
COc1ccc(C2Nc3ccccc3C(=O)N2NS(C)(=O)=O)cc1 (stereo unspecified)	-1	-1%	28%	5%	-12	-5%	-8%
C=CCNc1nc(N2CCCCC2)c(C#N)c2c1CN(Cc1ccccc1)CC2	-8	1%	u	u	-20	-2%	u
NCCCCCc1nnc(SCc2ccc(Cl)c(Cl)c2)o1	-4	x	u	7%	-22	-1%	-8%
Cc1cc2ncc(-c3cccc(Cl)c3)cn2n1	48*	1%	128%[activator]	13%	75*	3%	x
O=C(Nc1nc2c(s1)CCCC2)c1cccc(S(=O)(=O)N2CCCc3ccccc32)c1	11	-12%	u	u	15	6%	9.3µM*
CCOc1ccc2[nH]c(=O)c(C(c3nnnn3C3CCCCC3)N3CCN(CC)CC3)cc2c1 (stereo unspecified)	-8	-1%	-18%[5.75 µM]	-2%	13	0%	u
CCOc1ccc(S(=O)(=O)N2CCCC(C(=O)N3CCOCC3)C2)cc1C (stereo unspecified)	-1	7%	26%	-7%	-6	1%	-7%
COC(=O)c1cc2c(ccn2-c2ccc(F)cc2)n1CC(C)C	-1	-1%	u	11µM*	8	2%	u
COCCCNC(=O)Cn1cc2c(n1)CCC(C)C2 (stereo unspecified)	-3	0%	-21%	5%	-3	4%	18%
CC(=O)Nc1cccc(N2C(=O)CC(N3CCC(C(=O)N4CCCCC4)CC3)C2=O)c1 (stereo unspecified)	1	-9%	x	6%	-10	-6%	5%
CCc1ccc(CNCCc2ccccc2F)cc1	14	-1%	79%[activator]	-14%	6	0%	22%
O=C(O)c1cccc(S(=O)(=O)N2CCN(c3ccccn3)CC2)c1	1	2%	277%[activator]	4%	-5	6%	-11%
CN1CCN(C(c2cc3cc4c(cc3[nH]c2=O)OCCO4)c2nnnn2C2CCCC2)CC1 (stereo unspecified)	-6	x	17%	x	-11	1%	6%
O=C(Cc1ccccc1)Nc1ccc(S(=O)(=O)N2CCOCC2)cc1	-4	4%	u	13%	3	-2%	-1%
CCCc1cc(=O)[nH]c(SCC(=O)c2cc(C)n(CCOC)c2C)n1	-2	-4%	-23%	2%	20	7%	2%
COc1cc(/C=C/c2noc(-c3ccccc3O)n2)cc(OC)c1OC	18	-14%	96%[activator]	-4%	26	1%	74%[activator]
O=C(N/N=C/c1ccc(OC(F)F)cc1)C1=COCCO1	51*	2%	340%[activator]	-5%	78*	u	282%[activator]
CCOC(=O)c1cc(=O)c2c([N+](=O)[O-])ccc(OC)c2o1	-4	1%	-10%	28%	4	0%	7%
CCOC(=O)/C=C/[C@H]1CC2(CCO1)SCCCS2	x	-1%	35%[activator]	1%	x	x	36%[activator]
CC(=O)Nc1ccc(NC(=O)c2cc(=O)c3ccc(C)cc3o2)cc1	-2	-5%	68%[activator]	u	-7	4%	31%[activator]
O=C(NCCCc1ccccc1)c1ccc(CS(=O)Cc2ccccc2Cl)o1 (stereo unspecified)	-1	2%	62%[activator]	8%	-6	1%	-22%
COc1ccc(CCN(Cc2cccs2)S(=O)(=O)c2ccc(S(=O)(=O)N(C)C3CCCCC3)cc2)cc1OC	-8	-6%	u	u	-14	2%	u
NC(=O)C1=C[C@H](c2ccc3c(c2)OCO3)C[C@H](OCc2ccc(CO)cc2)O1	43*	0%	77%[activator]	8%	49*	2%	73%[activator]

Continuation:
SMILES	Cycloheximide cs	TbPYK inhibitor	Pf growth 96h	HCV inh	Shiga inhibitor	LmPK inh	Pf growth 48h
Cc1cc(C)c2c(c1)/C(=N/Nc1ccc(S(N)(=O)=O)cc1[N+](=O)[O-])CCC2	-3	-3%	9%	16%	-10	-6%	4%
Cc1noc(C)c1S(=O)(=O)Nc1ccccc1Cl	-2	4%	u	14%	6	-1%	13%
O=C(Nc1ccc(Cl)cc1)OCc1cncs1	60*	-4%	81%[activator]	-25%	121*	-4%	42%[activator]
C=CCn1cnc2c(nnn2-c2ccc(C)c(C)c2)c1=O	40*	-2%	68%[activator]	-15%	88*	1%[11.5 µM]	126%[activator]
Cc1ccc(SCCNC(=O)c2ccccc2C)cc1	8	-3%	8%	-23%	27	4%	x
CN1C(=O)C(Cc2ccsc2)C(=O)N(C)C1=O	-2	u	x	16%	13	2%	-12%
CCOC(=O)/C=C1\CN(CCC(C)C)S(=O)(=O)c2ccccc21	-3	-20%	15µM*	-19%	-11	5%	u
N#Cc1nn(-c2c(Cl)cc(C(F)(F)F)cc2Cl)c(N)c1S(=O)C(F)(F)F (stereo unspecified)	0	0%	-23%	x	-2	x	1.9µM*
O=c1c(Br)c(NCc2ccccc2)cnn1-c1ccc(F)cc1	26*	6%	12%	2%	40*	4%	21%
CCOC(=O)CCC(=O)N1CCOCCOCCN(C(=O)CCC(=O)OCC)CCOCCOCC1	-4	-2%	4%	7%	-7	-9%	x
CC1CCCCN1S(=O)(=O)c1cnc(Cl)c(Br)c1 (stereo unspecified)	-2	2%	u	u	1	2%	-17%
C#CCOc1nc(C)cc(C)c1S(=O)(=O)c1ccccc1C	-2	1%	14%	7%	-7	7%	u
CCOC(=O)c1sc(C)c2c(=O)n(Cc3ccc(Cl)cc3)cnc12	1	8%	-25%	-14%	-4	-1%	0%
CS(=O)(=O)N1CCN(C(=O)c2cc(-c3ccncc3)nc3ccc(Cl)cc23)CC1	-2	-1%	22%	u	25	2%	-3%
Cc1ccc(-n2c(-c3c(-c4ccccc4)noc3C)n[nH]c2=S)cc1	-2	u	x	21%	-4	11µM*	1%
O=C(COC(=O)c1cc(=O)[nH]c(=O)[nH]1)NCc1ccccc1	-2	-19%	18%	2%	15	-1%	-89%
O=C(Nc1ccccc1F)c1ccc(CN2CCN(c3ccccc3)CC2)cc1	12	2%	u	u	16	1%	10%
c1ccc(-c2ccc(-c3ccccn3)s2)nc1	45*	-3%	495%[activator]	u	132*	u	384%[activator]
Nc1nonc1-n1nnc(C(=O)N/N=C/c2ccccc2)c1CSc1ccc(Cl)cc1	-5	-1%	-15%	-10%	11	0%	21%
O=C1CCSc2ccc(Cl)cc2N1Cc1cccc(Cl)c1	-3	-10%	1%	1%	3	1%	u
O=C(NCCc1ccc(Cl)cc1)C1CCC(=O)N1Cc1ccc(F)cc1 (stereo unspecified)	-6	1%	u	-1%	-12	6%	x
O=C1c2cccnc2C(=O)N1Cc1ccc(S(=O)(=O)N2CCN(c3ccc(Cl)cc3)CC2)cc1	6	1%	u	6%	-14	1%	45%[activator]
O=C(CSc1nc2ccccc2n1CC(=O)N1CCCC1)NCc1ccc2c(c1)OCO2	5	1%	u	12%	15	-2%	-25%
CN(CC(=O)Nc1ccc(N2CCOCC2)cc1)CC(=O)Nc1ccc(N2CCOCC2)cc1	0	0%	-23%	23%	-7	3%	-6%
O=S(NC1CCCCC1)C12CC3CC(CC(C3)C1)C2 (stereo unspecified)	5	-3%	5%	8%	-1	11%	x

Gathered by group, those above containing a cyano group
SMILES	Cycloheximide cs	TbPYK inhibitor	Pf growth 96h	HCV inh	Shiga inhibitor	LmPK inh	Pf growth 48h
C=CCNc1nc(N2CCCCC2)c(C#N)c2c1CN(Cc1ccccc1)CC2	-8	1%	u	u	-20	-2%	u
N#Cc1nn(-c2c(Cl)cc(C(F)(F)F)cc2Cl)c(N)c1S(=O)C(F)(F)F (stereo unspecified)	0	0%	-23%	x	-2	x	1.9µM*

(continued)
SMILES	Cycloheximide cs	TbPYK inhibitor	Pf growth 96h	HCV inh	Shiga inhibitor	LmPK inh	Pf growth 48h
O=C(Nc1ccncc1)c1ccc2ncsc2c1	x	-2%	u	u	x	x	u
COc1ccc(NS(=O)(=O)c2ccc3c(c2)CCN3C(=O)CCC(=O)O)cc1OC	33*	-3%	39%[activator]	25%	64*	0%	-20%[0.00184 µM]
Cc1nnc(N(C)C(=O)c2ccc3c(c2)OCO3)s1	2	-2%	65%[activator]	15%	1	8%	80%[activator]
COc1cccc(C(c2c(NC(=O)c3ccccc3)sc(C)c2C)N2CCN(C)CC2)c1 (stereo unspecified)	-5	-1%	u	4%	-7	-2%	12µM*
CC(=O)Oc1ccc(Cn2cnc3cc4ccccc4cc32)cc1	15*	1%	51%[activator]	-2%	19	2%	11%
CC1(C)C2CCC(C2)C1(C)NC(=O)CN1CCCC1 (stereo unspecified)	-3	19%	0%	19%	-3	-8%	3%
O=C1c2ccccc2C(Nc2cccnc2)N1Cc1ccccc1Cl (stereo unspecified)	-3	-4%	3%	5%	10	2%	u
CCOC(=O)c1ccc(NC(=S)Nc2ccc3[nH]c(=O)[nH]c3c2)cc1	3	1%	63%[activator]	6%	-4	2%	45%[activator]
COc1cc(COc2ccc3c(C)c(CCC(=O)O)c(=O)oc3c2)cc(OC)c1OC	-2	1%	-15%	3%	6	-3%	-5%[0.00184 µM]
Cc1cc(C(=O)CC#N)c(C)n1-c1c(C)n(C)n(-c2ccccc2)c1=O	-2	-2%	1%	-3%	23	4%	15%
COc1ccc(CCC(N)=O)cc1OC	-1	-22%	x	13%	-30	-2%	7%
c1cc(-c2nn[nH]n2)ccc1CN1CCCCC1	-1	-5%	14%	17%	1	-3%	8%
COc1ccc(S[C@@H](CCN2CC[C@H](C)CCC2=O)c2ccccc2)cc1	x	1%	u	u	x	x	8.3µM*
Cc1ccc(S(=O)(=O)/N=C(/Nc2ccc(F)cc2F)c2ccccc2)cc1	0	0%	u	5%	21	7%	11%
O=C1NC(=O)N(Cc2ccc(F)cc2)C(=O)/C1=C\C=C\c1ccco1	-2	-12%	-2%	u	11	1%	-2%
CCOc1ccc(CCNC(=O)CSCC(=O)Nc2ccc(OC)cc2)cc1OCC	x	-1%	u	u	x	x	u
Cc1nnc(NC(=O)C2CCN(c3cnccn3)CC2)s1	-3	-8%	u	6%	-10	-4%	0%
COc1ccc(Cl)cc1NC(=O)C1CCCN(c2ncnc3c2nc2n3CCCCC2)C1 (stereo unspecified)	-1	-3%	u	u	-12	7%	u
C=C(C)CN(CC)C(=O)CSc1nc2ncc(Cl)cc2[nH]1	-4	-13%	112%[activator]	0%	11	0%	u
COc1ccc(C(C)=O)cc1COc1ccccc1[N+](=O)[O-]	4	1%	8%	6.3µM*	10	0%	5%
COC(=O)C/C=C/[C@@H](C)[C@@H](/C=N/OC[C@H]1O[C@H](c2ccccc2)C=C[C@@H]1Oc1ccc(OC)cc1)NS(=O)(=O)c1ccc(C)cc1	-2	x	7.4µM*	1%[8.37 µM]	-9	1%	12µM*

Screening results from PubChem.
